# TNAP inh no acc: human TNAP enzyme inhibitors, primary screen, biochemical, luminescent, no phosphate acceptor, uHTS; AID 1012, 2008; purified TNAP, CDP-star luminescence, 30 min; inhibition, % at 20 µM; 0.26% of 200,000 active; Alkaline phosphatase, tissue-nonspecific isozyme (Homo sapiens), P05186;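 active means tissue-nonspecific alkaline phosphatase inhibition above about 50% at 20 µM in the single-dose screen, limit read from the data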;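 further: 0% = DMSO negative control and 100% = EDTA positive control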
# Target sequence (P05186 whole entry, looked up): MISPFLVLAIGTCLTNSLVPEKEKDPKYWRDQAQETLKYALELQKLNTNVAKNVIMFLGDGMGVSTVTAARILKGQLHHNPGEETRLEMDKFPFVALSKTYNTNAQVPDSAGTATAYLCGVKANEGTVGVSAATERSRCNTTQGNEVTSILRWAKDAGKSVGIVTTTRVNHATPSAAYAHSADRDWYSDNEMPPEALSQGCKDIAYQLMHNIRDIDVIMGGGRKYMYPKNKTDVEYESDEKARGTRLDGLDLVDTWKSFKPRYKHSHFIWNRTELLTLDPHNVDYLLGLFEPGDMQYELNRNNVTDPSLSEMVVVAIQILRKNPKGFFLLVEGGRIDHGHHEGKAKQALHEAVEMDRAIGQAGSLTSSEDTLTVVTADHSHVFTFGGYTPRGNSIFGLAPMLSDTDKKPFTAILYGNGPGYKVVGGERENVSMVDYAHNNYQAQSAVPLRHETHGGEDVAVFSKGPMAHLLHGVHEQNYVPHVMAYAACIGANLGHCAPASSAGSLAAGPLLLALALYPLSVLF
# bIAP activator: bovine intestinal alkaline phosphatase activators, primary screen, biochemical, bovine IAP, CDP-star luminescence | 0.17% of 200,000 active | purified bovine IAP, 30 min; hits give high values; fold of DMSO-control signal, blank-subtracted | activation factor at 20 µM;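 active means activation factor of 2 or more at 20 µM, a signal rise over negative controls twice the positive control's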
# L major viab: Leishmania major promastigote growth inhibition, primary screen; Leishmania major promastigotes, resazurin fluorescence viability; inhibition, % at 10 µM; 9% of 200,000 active; in the data active means inhibition above about 50%;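 further: promastigotes grown with compound for 44 hours at 28 °C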
# TNAP act hi DEA: TNAP activators at high phosphate acceptor level, primary screen, biochemical, luminescence, uHTS; 200,000 tested, under 10 active; purified TNAP, CDP-star luminescence, 1 M DEA, 30 min; hits give high values; 0 = EDTA background, 1 = DMSO-only activity; Alkaline phosphatase, tissue-nonspecific isozyme (Homo sapiens), P05186; activation factor at 20 µM; AID 1136, 2008;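 active means activation factor at least 2 at 20 µM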
#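 Dosing: 20 µM single point. System: human TNAP. Amount: TNAP 1/800 final. Incubation: 30 min, room temperature. Read-out: TNAP activation factor scaled between EDTA and DMSO control wells. Signal: luminescence from CDP-star hydrolysis. Medium: 1 M DEA, pH 9.8, Mg2+, Zn2+. Control set: EDTA negative control, DMSO positive control.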
# PMI act hi M6P: human PMI activators, high substrate, primary screen, biochemical, fluorescence intensity, near-saturating mannose 6-phosphate. Mannose-6-phosphate isomerase (Homo sapiens), P34949. coupled PMI enzyme assay, resazurin fluorescence, 20 min; hits give high values; 1 = untreated enzyme, 0 = substrate-free blank. activation factor at 20 µM. 0.34% of 190,000 active;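 active means activation factor of 2 or more at 20 µM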
# Target sequence (P34949 whole entry, looked up): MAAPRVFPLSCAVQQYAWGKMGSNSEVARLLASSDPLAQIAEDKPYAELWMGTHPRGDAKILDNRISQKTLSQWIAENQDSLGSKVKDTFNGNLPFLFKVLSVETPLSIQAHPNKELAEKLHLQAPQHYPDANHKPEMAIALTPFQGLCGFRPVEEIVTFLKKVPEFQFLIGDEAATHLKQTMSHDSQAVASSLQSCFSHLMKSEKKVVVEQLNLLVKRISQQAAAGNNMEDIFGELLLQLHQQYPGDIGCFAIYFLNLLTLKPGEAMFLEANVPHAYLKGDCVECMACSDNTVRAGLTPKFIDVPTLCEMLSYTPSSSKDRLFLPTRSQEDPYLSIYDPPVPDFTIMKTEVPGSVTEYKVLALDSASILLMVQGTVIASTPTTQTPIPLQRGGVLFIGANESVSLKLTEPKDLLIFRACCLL
#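 Material: human phosphomannose isomerase with PGI, G6PDH, diaphorase coupling enzymes; amount: PMI at 15 ng/mL final; also added: Mannose-6-phosphate 1.0 mM (near-saturating) plus 0.22 mM NADP+; incubation: enzyme reaction with compound 20 min at room temperature; signal: resorufin fluorescence (Ex 544/Em 590 nm) from resazurin via diaphorase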
# PMI act: activators of human PMI, primary screen, biochemical, fluorescence intensity, near-Km mannose 6-phosphate; purified human PMI, coupled resazurin fluorescence, 20 min; hits give high values; 1 = vehicle control, 0 substrate-free wells; activation factor at 20 µM; 0.005% of 190,000 active;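 active means activation factor of 2 or more at 20 µM, relative to plate controls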
# TNAP inh hiacc: human TNAP enzyme inhibitors, primary screen, biochemical, luminescent, high phosphate acceptor level, uHTS | purified TNAP, CDP-star luminescence, 1 M DEA | inhibition, % at 20 µM | 0.03% of 200,000 active | AID 1135, 2008;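 active means over 50% inhibition of tissue-nonspecific alkaline phosphatase at 20 µM in the single-dose screen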;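 further: plate controls were DMSO wells for no effect and EDTA-quenched wells as full inhibition for full effect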
# bIAP inh: bovine intestinal alkaline phosphatase inhibitors, primary screen, selectivity assay for TNAP inhibitor project, biochemical, bovine IAP, CDP-star luminescence. purified bovine IAP, 30 min. inhibition, % at 20 µM. alkaline phosphatase, intestinal [Bos taurus]. AID 1019, 2008. 190,000 tested, under 10 active;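 active means over 50% inhibition of intestinal alkaline phosphatase at 20 µM in the single-dose screen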
#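 test system = bovine IAP enzyme | medium = DEA buffer 100 mM, pH 9.8, with MgCl2 1.0 mM, ZnCl2 0.02 mM | detection = luminescence | dosing = single compound dose of 20 µM, 2% DMSO final | incubation = 30 min reaction at room temperature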
# Diaph inh CS: diaphorase inhibitors and chemical oxidizers, primary screen, counter-screen for diaphorase-coupled primary assays, biochemical, uHTS, resorufin fluorescence; AID 1217, 2008; inhibition, % at 20 µM; diaphorase resazurin-to-resorufin fluorescence, NADH, 16 min; bacterial (C. kluyveri) enzyme, not human; 0.69% of 190,000 active;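 active means primary screen inhibition at 20 µM above a set limit, cut at about 50% in these data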;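 further: plate controls were DMSO with full reaction for no effect and wells lacking NADH for full effect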
#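 Test system: bacterial diaphorase enzyme (C. kluyveri); Quantity: 0.14 U/mL diaphorase, enzyme working solution; Times: reaction incubation of 16 min at room temperature; Measured by: fluorescence of resorufin formed from resazurin, Ex 544/Em 590 nm; Benchmarks: positive control minus NADH, DMSO neutral control.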
# Diaphorase act: compounds boosting diaphorase resazurin reduction – biochemical, uHTS, resorufin fluorescence, counter-screen for diaphorase-coupled primary assays, primary screen; Diaphorase/resazurin coupled assay, 16 min; hits give high values; 1 = vehicle wells, 0 = NADH-free wells; activation factor at 20 µM; 0.005% of 190,000 active;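 active means diaphorase activity raised at least twofold by the compound at 20 µM; inactive means activation factor below 2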
#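 Assay system: Purified diaphorase enzyme from Clostridium kluyveri | Amount: Enzyme 0.07 U/mL final | Dosing: Compound 20 µM once, DMSO 1% | Timing: 16 min reaction at room temperature | Detection: Fluorescence, excitation 544 nm and emission 590 nm | Evaluation: Higher resorufin formation from activation or reduction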
# * marks the source's active call; other numbers are inactive results; . = no result given.
SMILES	TNAP inh no acc	bIAP activator	L major viab	TNAP act hi DEA	PMI act hi M6P	PMI act	TNAP inh hiacc	bIAP inh	Diaph inh CS	Diaphorase act
Cc1ccc(-c2csc(N/N=C/c3ccco3)n2)cc1	-1	0.9	8	1	1.1	1	4	6	11	0.9
CCCSc1ccc(C(=O)Nc2ccc(F)cc2F)cn1	-9	1	-4	1	1.1	1.1	-4	2	-10	1.1
CN1C(=O)c2cccc3c(Cl)ccc(c23)C1=O	-10	1	27	1	1.1	1.1	-3	2	4	1
O=C(CC1CC2CCC1C2)NCc1cccs1 (centres undefined)	-10	0.8	1	1	1	1	-3	21	7	0.9
CCNc1nc(NCC)n2c(SC(C)C(=O)c3ccc(C)cc3)nnc2n1 (centres undefined)	-3	1.2	2	0.9	1	1	5	-22	8	0.9
CC(C)Cn1c(SCC(=O)NC(=O)Nc2ccc3c(c2)OCCO3)nc2ccccc2c1=O	-11	0.9	17	1	1	1	-5	10	15	0.9
Fc1ccc(C2=CC(c3ccc(Br)o3)n3ncnc3N2)cc1 (centres undefined)	-5	0.9	-2	1	1.6	1.4	-2	6	-5	1.1
CC1(C(O)(C#CC[N+]2(C)CCCCC2)c2ccccc2)CCCC1 (centres undefined)	-8	1	-13	1	.	.	-1	-5	.	.
COc1ccc(S(=O)(=O)N(C)C)cc1NC(=O)Cc1c[nH]c2ccccc12	-18	0.9	10	1	0.8	0.9	-3	5	15	0.8
CC1=NN(c2ccccc2)C(=O)C1(C)[N+](=O)[O-] (centres undefined)	-14	1.1	-6	1.1	0.9	1	-7	-5	10	0.9
CC1(c2ccccc2)NC(=O)N(CCOc2ccccc2)C1=O (centres undefined)	-9	1	-7	1.1	1	0.9	-7	4	10	0.9
COc1ccc(-c2nn(-c3ccccc3)cc2C(=O)O)cc1OC	-13	1.1	-4	1	1	0.9	-2	-6	7	0.9
CCN(Cc1ccncc1)Cc1c(O)ccc2ccccc12	-5	1.1	1	1	0.3	0.5	-4	-13	64*	0.4
COc1cccc2c1OC[C@@H](CO)[C@H]2N(C)C(=O)Nc1ccc(Cl)cc1Cl	-5	1.1	-10	1	1	1	-4	-7	10	0.9
CCOC(=O)c1ccc(NC(=S)NC2CC(C)(C)NC(C)(C)C2)cc1	4	1.1	36	1.1	1.1	1.1	-6	-9	-12	1.1
O=C(COC(=O)c1cc(=O)c2ccccc2o1)NC1CCCCC1	-7	1	-8	1	1.1	1.2	1	-4	-1	1
CCC(=O)Oc1ccc(C(=O)Nc2ccccc2C(=O)NCC(C)C)cc1	2	1.2	5	1	1.1	1.1	-3	-16	12	0.9
CCOC(=O)c1[nH]c(C)c(C(=O)N2CCN(c3ccccc3)CC2)c1C	-8	1	-3	1	0.9	0.9	-4	3	4	1
Cn1c(=O)c2c(nc(NCC3CCCO3)n2Cc2ccccc2)n(C)c1=O (centres undefined)	-6	0.9	0	1.1	0.9	1	-5	6	8	0.9
CCCCN(CCCC)c1cn[nH]c(=O)c1Cl	-7	0.9	-1	1	1	1.1	-3	13	10	0.9
COC(=O)c1cccc(Nc2ccc([N+](=O)[O-])cn2)c1	-5	0.9	-7	1	0.9	0.8	1	5	21	0.8
COc1cccc(/C=N/Nc2nc(Nc3ccc([N+](=O)[O-])cc3)nc(N3CCCC3)n2)c1O	-25	1.2	100*	1	1	1.2	0	-18	12	0.9
Cc1ccc(S(=O)(=O)NC2=NCN(CCc3ccccc3)CN2)cc1	-3	1	0	1.1	1	0.9	-6	-2	-1	1
CCCCCc1nnc(NC(=O)C2CCCO2)s1 (centres undefined)	-4	0.9	-4	1	1	1	-3	9	-4	1
CCOC(=O)N1CCN(c2cccc(C)c2C)CC1	-10	0.9	-7	1	1.1	1.1	-2	12	3	1
COc1cc(-c2noc(-c3ccccc3C(=O)NCc3ccco3)n2)cc(OC)c1OC	-8	1	-3	1	0.9	0.9	1	-3	15	0.8
COc1ccc(-c2cc(C(=O)N/N=C/c3sccc3C)c3ccccc3n2)c(OC)c1	4	1.1	79*	1.1	1.2	1.1	-9	-8	-14	1.1
COc1ccc(CCN(Cc2ccccn2)C(=S)Nc2ccc(C)cc2)cc1OC	-15	1	3	1.1	1	1	-7	-2	21	0.8
Cc1cccc(S(=O)(=O)c2c(C)cc(C)nc2Cl)c1	-4	1	14	1	1	1	1	-3	4	1
COc1ccc(-c2nc(C#N)c(N3CCN(c4ccccc4)CC3)o2)cc1	-13	1	-5	1	0.9	0.9	-1	1	20	0.8
CN1c2ccccc2C(C)(C)C12C=Nc1c(ccc3ccccc13)O2 (centres undefined)	-11	0.9	5	1.1	0.5	0.7	-6	12	33	0.7
Cc1cccc(N2C(=O)/C(=C\c3ccc(C(=O)O)cc3)c3ccccc3C2=O)c1	-14	1.1	16	1.1	1.4	1.3	-5	-6	16	0.8
Cc1ccccc1NC(=O)CSc1nn2c(=O)c(C)nnc2s1	-18	1	-4	1	1	1	1	4	5	0.9
CCCc1cc(=O)oc2c(C)c(O)c(CN3CCCCC3)cc12	-12	1.2	7	1.1	0.8	0.9	-10	-22	24	0.8
Cc1ccc2[nH]c(=O)c(CN(Cc3cccnc3)Cc3nnnn3CCN3CCOCC3)cc2c1	-12	1	-2	1	0.9	0.8	-3	1	23	0.8
Cc1ccccc1NC(=O)N1C2CCCC1CC(NC(=O)C(C)(C)C)C2 (centres undefined)	-11	0.9	-1	1.1	0.9	1	-7	6	11	0.9
Cc1cccc(-c2nc3c(c(SCC(=O)N(C)C)n2)CCCC3)c1	-9	0.9	22	1	1	0.9	-3	10	9	0.9
N/C(=N\O)C1COc2ccccc2O1 (centres undefined)	-14	0.9	-4	1.1	1	0.9	-5	8	18	0.8
O=C(O)C1CC=CCC1C(=O)Nc1cccc([N+](=O)[O-])c1 (centres undefined)	-8	1.1	-1	1	0.9	1	-4	-12	1	1
O=C(NCCCl)Nc1cccnc1Cl	-5	1.1	-7	1	1.1	1.2	1	-9	9	0.9
Cc1ccc(NS(=O)(=O)c2ccc(C(=O)OCC(=O)NCC3CCCO3)cc2)cc1 (centres undefined)	-8	0.8	1	1	1	1.1	-2	23	-2	1
CCC(C)(C(=O)NC1CCCCC1)N(C(=O)C1CCC(=O)N1)c1ccc(C)cc1 (centres undefined)	-13	1.1	-8	1	1	1	-4	-11	9	0.9
COCCOc1cc(NC(=O)c2sccc2Oc2ccc([N+](=O)[O-])cc2F)c(Cl)cc1Cl	-11	1.1	31	1	0.8	0.8	1	-6	27	0.7
Cc1[nH]c(=S)[nH]c(=O)c1Cc1ccc(OCC(C)C)cc1	4	0.9	2	1	0.9	1.1	-1	14	0	1
C[C@H](O)[C@@H](C(=O)N1CCN(C(=O)OC(C)(C)C)CC1)n1cc(CCCCNC(=O)OC(C)(C)C)nn1	-9	1	-2	1.1	1	1	-7	0	18	0.8
CC(=O)c1ccc(OCC(=O)Nc2ccc3nc(C)sc3c2)cc1	-20	0.9	-6	1.1	1	1	-7	11	4	1
O=c1[nH]c(SCc2ccccc2)nc2[nH]ncc12	-16	1.1	-5	1	1.1	1.1	0	-6	7	0.9
CCOC(=O)c1cccc(NC(=O)C2CCCN(S(=O)(=O)c3cnc[nH]3)C2)c1 (centres undefined)	-11	1.1	-1	1	0.9	0.9	-3	-7	18	0.8
CC1(C)Cc2nc3sc4c(=O)n(CC(N)=O)cnc4c3cc2CO1	-10	0.9	4	1	1	1	-4	9	-7	1.1
O=C(O)Cc1csc(Nc2cccc(Cl)c2)n1	-10	0.9	12	1	0.9	0.9	4	6	12	0.9
CC1=NN(C(C)C)C(=O)C1	-6	0.9	6	1	1.2	1	-1	12	25	0.7
Cc1cccc(NC(NC(=O)c2cccnc2)C(Cl)(Cl)Cl)c1 (centres undefined)	-7	1	24	1	1	1	-2	4	11	0.9
O=C1C2CC=CCC2C(=O)N1c1ccc(NCCc2ccccc2F)c([N+](=O)[O-])c1 (centres undefined)	1	1.1	-5	0.9	1	1	10	-9	11	0.9
CCOC(=O)c1ccc(N2CCN(c3ccc(F)cc3)CC2)c(NC(=O)Nc2cccc(OC)c2)c1	-16	0.7	96*	1.1	0.9	0.9	-8	33	0	1
CCOc1ccc(N2CCn3c2nc2c3c(=O)n(CCc3ccccc3)c(=O)n2C)cc1	-8	1	.	1	1	0.9	-4	2	18	0.8
CCCCCCCCn1c(N2CCN(c3cccc(Cl)c3)CC2)nc2c1c(=O)[nH]c(=O)n2C	-58	1.3	32	1	0.9	0.9	-2	-28	12	0.9
CCCCNc1nc(-c2ccccc2)c(C(=O)OCC)cc1C#N	-3	0.9	6	1	0.9	0.9	-3	13	16	0.8
COc1cc(C(=O)Nc2nc(-c3cc(C)ccc3C)c(C)s2)ccc1OCC(=O)Nc1ccc(F)cc1	-13	1	-3	1	0.9	0.9	-4	0	4	1

# Bioassay records deposited in PubChem by several laboratories.
